Bioassay records (PubChem)
CHRM1 antagonist: antagonists of human M1 muscarinic receptor. P11229. CHO-K1 hM1, Fluo-8 calcium fluorescence, ACh EC80 antagonist. inhibition, % at 3 µM. 1.3% of 360,000 active;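 active = percent inhibition above its own plate's cutoff, namely the mean of that plate's compound wells plus 3 SD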;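 also: peak over basal fluorescence ratio during 140 s after agonist addition; 0% = ACh EC80 plus DMSO and 100% = DMSO alone without agonist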
Target sequence (P11229 whole entry, looked up): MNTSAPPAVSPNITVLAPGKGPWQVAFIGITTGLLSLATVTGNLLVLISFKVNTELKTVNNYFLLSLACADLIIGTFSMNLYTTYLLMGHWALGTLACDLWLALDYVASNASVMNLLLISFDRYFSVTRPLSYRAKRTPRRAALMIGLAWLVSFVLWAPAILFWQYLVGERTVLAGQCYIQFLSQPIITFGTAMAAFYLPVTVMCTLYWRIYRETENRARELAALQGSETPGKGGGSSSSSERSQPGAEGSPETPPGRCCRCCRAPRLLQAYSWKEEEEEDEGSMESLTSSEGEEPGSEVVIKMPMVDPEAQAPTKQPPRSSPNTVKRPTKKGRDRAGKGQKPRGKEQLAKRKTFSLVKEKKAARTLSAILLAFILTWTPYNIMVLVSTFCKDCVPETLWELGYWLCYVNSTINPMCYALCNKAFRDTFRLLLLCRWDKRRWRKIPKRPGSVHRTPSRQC
CHRM1 PAM: potentiates human M1 receptor response to acetylcholine; CHO-K1 hM1, Fluo-8 calcium fluorescence, ACh EC20; 0% = ACh EC20, 100% = maximal ACh; activation, % at 3 µM; 0.088% of 360,000 active; in the data active = activation above about 19%, passing the limit was not always enough
OXTR potentiate: human OXTR potentiation; P30559; CHO-OTR cells, Fluo-8 calcium fluorescence, potentiator mode; 0% = oxytocin EC15, 100% = EC100; activation, % at 3 µM; 0.061% of 320,000 active;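 active = activation above that plate's cutoff, the mean activation of tested compounds plus 3 SD, cut at about 6.6% in these data, passing the limit was not always enough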;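 also: 100% uses oxytocin at 75 nM as the full agonist control; some results filed as inactive read as strong as hits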
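Measured by – Fluo-8 calcium dye fluorescence · Test system – human OTR in CHO cells · Dosing – one concentration, 3.0 µM compound · Controls – EC15 oxytocin alone as 0%, 75 nM oxytocin as 100% · Evaluation – normalized max/min fluorescence ratio, % activation · Timing – 6 min pre-incubation, 100 s read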
CHRM1 agonist: activates human CHRM1 receptor; P11229; CHO-K1 hM1, Fluo-8 calcium fluorescence, agonist mode; 0% DMSO, 100% acetylcholine EC100; activation, % at 3 µM; 0.33% of 360,000 active;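 active = activation above the run's mean compound activation plus 3 SD, cut at about 16% in these data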;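 also: peak over basal fluorescence ratio within a 140 s kinetic read after compound addition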
TAAR1 antag: antagonists of human TAAR1 | Q96RJ0 | CHO RD-HGA16 TAAR1, Fluo-8 calcium fluorescence, antagonist | inhibition, % at 3 µM | 1.5% of 360,000 active;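 active = inhibition above a per-plate cutoff, the mean inhibition of test compounds on that plate plus 3 SD, cut at about 49% in these data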;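 also: 0% = DMSO plus EC80 beta-PEA response and 100% = DMSO alone without agonist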
Target sequence (Q96RJ0 whole entry, looked up): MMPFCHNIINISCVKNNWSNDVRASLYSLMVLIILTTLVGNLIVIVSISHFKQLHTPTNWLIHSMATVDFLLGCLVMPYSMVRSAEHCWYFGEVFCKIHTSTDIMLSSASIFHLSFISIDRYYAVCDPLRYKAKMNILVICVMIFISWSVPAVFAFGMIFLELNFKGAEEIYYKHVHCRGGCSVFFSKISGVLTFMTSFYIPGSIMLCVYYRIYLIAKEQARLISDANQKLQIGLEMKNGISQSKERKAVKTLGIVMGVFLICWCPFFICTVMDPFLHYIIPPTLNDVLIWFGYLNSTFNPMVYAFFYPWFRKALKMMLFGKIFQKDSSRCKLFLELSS
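Test system – hTAAR1-expressing CHO RD-HGA16 cells, Gα16-coupled · Reagent – β-PEA at EC80 concentration, post-compound challenge · Compound dosing – 3 µM, single point · Timing – 140 s kinetic read after compound, 140 s after agonist · Detection – Fluo-8 intracellular calcium dye fluorescence, real-time kinetic reads · Control set – DMSO and EC80 PEA controls · Repeats – n of 1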
V1R ag counter: activates human V1a receptor in oxytocin agonist counter-screen; CHO-V1R cells, Fluo-8 calcium fluorescence, agonist mode; 0% DMSO, 100% 3 nM vasopressin; activation, % at 3 µM; 0.25% of 320,000 active; AID 2797;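 active = activation above the mean activation of all tested compounds plus 3 SD, per screening run, cut at about 20% in these data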;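 also: signal is peak over basal fluorescence ratio across a 100 second FLIPR read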
TAAR1 agonist: human TAAR1 agonism; AID 624467; activation, % at 3 µM; 0.99% of 360,000 active; Q96RJ0; CHO RD-HGA16 TAAR1, Fluo-8 calcium fluorescence; vehicle wells 0%, saturating PEA agonist 100%;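 active = activation above the mean activation of all test compounds in the run plus 3 SD, cut at about 38% in these data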
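test system = CHO RD-HGA16 cells carrying human TAAR1 plus Gα16 | schedule = 17-24 h seeding, 75 min 37 °C dye, 30 min RT | compound dosing = 3 µM single concentration | control set = DMSO and PEA EC100 | replicates = n 1 | signal = Fluo-8 fluorescence, 5 s baseline then 140 s kinetic read | measure = percent activation vs PEA EC100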
OXTR agonist: agonists of human oxytocin receptor; 0.32% of 320,000 active; activation, % at 3 µM; CHO-OTR cells, Fluo-8 calcium fluorescence; normalized: DMSO 0%, oxytocin 100%;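 active = activation above the mean of all tested compounds plus 3 SD, cutoff set per screening run, cut at about 20% in these data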;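 also: peak over basal fluorescence ratio from a 100 s FLIPR kinetic read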
CHO parental Ca: signal in parental CHO cells, OX1R antagonist counter-screen. inhibition, % at 5.6 µM. 0.63% of 330,000 active. parental CHO-K1, ATP-induced calcium, Fluo-8 fluorescence;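 active = inhibition above that plate's mean sample inhibition plus 3 SD, cut at about 26% in these data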;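 also: 0% = ATP-challenged DMSO wells and 100% = DMSO wells without ATP; some compounds past the cut are filed as inactive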
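test system = CHO parental line | reagent = ATP stimulus | measured by = intracellular calcium via Fluo-8 no-wash fluorescent dye | control set = ATP and no-ATP DMSO wells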
* = called active by the depositor; . = not tested or not shown.

#	SMILES	CHRM1 antagonist	CHRM1 PAM	OXTR potentiate	CHRM1 agonist	TAAR1 antag
1	COc1ccccc1C1/C(=C(/O)c2ccc(C)cc2)C(=O)C(=O)N1CCN1CCOCC1 (configuration not stated)	-9	3	-5	-4	-15
2	O=C(CN1CCN(c2ccccn2)CC1)Nc1ccc(Cl)c(C(F)(F)F)c1	-29	8	-16	1	-1
3	O=c1cc(CN2CCN(c3ccccc3O)CC2)nc2sccn12	-34	6	-4	-3	-23
4	Cc1cccc(CN2CCN(C3CN(C4CCCCC4)S(=O)(=O)C3)CC2)c1 (configuration not stated)	6	2	.	-10	-21
5	COc1cccc(NC(=O)Cc2cccs2)c1	-15	4	-13	-5	4
6	CCOc1ccc(N2CC(C(=O)Nc3cccc(C)c3C)CC2=O)cc1 (configuration not stated)	-7	8	-4	-3	1
7	O=C(O)c1ccc(Cl)c(S(=O)(=O)Nc2cccc(C(=O)Nc3cccc(C(F)(F)F)c3)c2)c1	1	1	-7	-2	8
8	Clc1ccc(-c2nc3ccccc3[nH]2)cn1	-8	3	3	-2	-4
9	CC(=O)Nc1cccc(NC(=O)C2CC(=O)N(C3CCCCC3)C2)c1 (configuration not stated)	14	-3	-7	0	-9
10	Cc1ccc(C(C)C)c(OCc2ccc(C(=O)N/N=C/c3ccc(O)cc3O)cc2)c1	-1	3	-6	-8	-17
11	O=C(NCC1(O)CCCCC1)C1CCC(=O)N(Cc2cccc(C(F)(F)F)c2)C1 (configuration not stated)	-5	2	-8	-2	-12
12	COc1cc(/C=C2/S/C(=N/S(=O)(=O)c3ccccc3)NC2=O)c([N+](=O)[O-])cc1OC	-10	7	-13	2	-4

#	V1R ag counter	TAAR1 agonist	OXTR agonist	CHO parental Ca
1	-0.1	5	-0.4	-4
2	7.7	5	7.7	-23
3	-0.3	0	-1.3	-18
4	.	1	.	.
5	5.4	12	-0.1	6
6	0.0	4	0.0	4
7	0.6	0	-0.6	-4
8	0.1	1	-0.4	-10
9	1.0	0	1.0	-5
10	-0.4	-1	0.2	-14
11	-0.7	3	-0.6	8
12	-0.3	0	-0.7	-11

(listing goes on)
#	SMILES	CHRM1 antagonist	CHRM1 PAM	OXTR potentiate	CHRM1 agonist	TAAR1 antag
13	CC(=O)CSc1nnc2cc(C)c3ccccc3n12	-4	4	-13	-8	-26
14	CCNc1nc(NCC)nc(N/N=C/c2ccc([N+](=O)[O-])o2)n1	-6	6	-4	-6	23
15	Cc1ccc(OCC(=O)Nc2cc(Cl)ccc2-n2cncn2)c(C)c1	-6	5	.	0	8
16	COCc1c(C(=O)N2CCN(Cc3c(F)cccc3Cl)CC2)oc2ccccc12	-2	-2	-10	-4	30
17	COc1ccc(S(=O)(=O)N(C)CC(=O)Nc2ccccc2C(F)(F)F)cc1	-6	5	-4	-6	-14
18	COc1ccc(/C=C2/CCCC(CN(C)C)C2=O)cc1 (configuration not stated)	-13	5	.	-2	-17
19	O=C(Nc1ccc(Cl)c(C(F)(F)F)c1)C1Cc2c(-c3ccc4c(c3)OCO4)ccnc2O1 (configuration not stated)	0	-4	.	-3	5
20	Cc1ccc(CSc2nnc(-c3cccs3)n2C)cc1	-2	2	-5	-7	4
21	CCCCNC(=O)COC(=O)c1c2c(nc3ccccc13)/C(=C\c1cccs1)CC2	17	-8	.	0	43
22	Cc1noc(C)c1COc1ccccc1C(=O)NNC(=O)c1ccc(F)cc1	-3	4	-2	-3	3
23	O=C(Nc1ccccc1)c1ccc[nH]1	4	4	-13	-5	5
24	O=C(O)c1cccc(S(=O)(=O)Nc2ccccc2Oc2ccccc2)c1	-6	7	.	0	-15

#	V1R ag counter	TAAR1 agonist	OXTR agonist	CHO parental Ca
13	0.0	4	-1.5	-17
14	-0.4	4	-1.3	-6
15	.	1	.	.
16	1.8	5	0.2	-8
17	0.1	8	-1.8	-8
18	.	0	.	.
19	.	1	.	.
20	-0.4	6	-0.8	0
21	.	2	.	.
22	0.8	-1	0.1	-9
23	1.0	7	-0.2	-13
24	.	2	.	.

Single records, as listed above. Order of screens: CHRM1 antagonist	CHRM1 PAM	OXTR potentiate	CHRM1 agonist	TAAR1 antag	V1R ag counter	TAAR1 agonist	OXTR agonist	CHO parental Ca
Listed for Cc1noc(C)c1COc1ccccc1C(=O)NNC(=O)c1ccc(F)cc1 → -3	4	-2	-3	3	0.8	-1	0.1	-9
Listed for O=C(O)c1cccc(S(=O)(=O)Nc2ccccc2Oc2ccccc2)c1 → -6	7	.	0	-15	.	2	.	.
Listed for Cc1ccc(CSc2nnc(-c3cccs3)n2C)cc1 → -2	2	-5	-7	4	-0.4	6	-0.8	0
Listed for COc1ccc(S(=O)(=O)N(C)CC(=O)Nc2ccccc2C(F)(F)F)cc1 → -6	5	-4	-6	-14	0.1	8	-1.8	-8
Listed for CC(=O)CSc1nnc2cc(C)c3ccccc3n12 → -4	4	-13	-8	-26	0.0	4	-1.5	-17

Carrying on:
#	SMILES	CHRM1 antagonist	CHRM1 PAM	OXTR potentiate	CHRM1 agonist	TAAR1 antag
25	CC#CCN1c2ccccc2[C@]23C[C@@H](C(=O)OC)N(C(=O)OCC)C2=NC(C(=O)OC)=C(C(=O)OC)[C@H]13	-9	7	-9	-1	-12
26	O=C(COC(=O)CCS(=O)(=O)c1ccccc1)NNC(=O)c1ccc([N+](=O)[O-])cc1	-7	2	.	-2	-20
27	Cc1cccc(C(C)n2nnc3ccccc32)c1O (configuration not stated)	1	7	-4	-3	0
28	O=S(=O)(c1ccccc1)N1CCc2ccccc21	-1	5	-8	-4	-28
29	Cc1cc(NC(=O)CC(C)C)c(=O)n(Cc2cccc(F)c2)c1	-9	5	-12	-6	-6
30	CC(C)(C)c1ccc(CC(=O)N2CCC2(C)C(=O)NS(=O)(=O)c2cccc(C#N)c2)cc1 (configuration not stated)	-13	6	.	-3	3
31	COc1cc(SC)ccc1C(=O)Nc1ccc(OCC(=O)N2CCOCC2)cc1	10	-3	.	-5	4
32	CCOC(=O)Cc1c(Cl)c2ccccc2[nH]c1=O	-1	1	-4	-5	2
33	Cc1cc(=O)[nH]c(N/N=C/c2ccc3c(c2)OCCO3)n1	9	-3	-1	-2	-3
34	CCCCN1C(=O)CCC(C(=O)O)C1c1ccc(OC)cc1 (configuration not stated)	-17	11	-6	-2	-9
35	CCc1ccc(N2CC(C(=O)NCC(C)(C)N3CCOCC3)CC2=O)cc1 (configuration not stated)	-9	9	-1	-5	-11
36	COC(=O)Cc1cc(=O)[nH]c(/N=C(\N)Nc2ccc(C)cc2C)n1	13	-1	-6	0	-12

#	V1R ag counter	TAAR1 agonist	OXTR agonist	CHO parental Ca
25	-1.1	9	0.1	-15
26	.	1	.	.
27	1.3	0	1.2	-10
28	-1.0	-3	-3.0	-24
29	-0.1	1	-0.5	-26
30	.	1	.	.
31	.	-1	.	.
32	-0.2	-2	-0.3	2
33	-1.6	0	-2.1	-20
34	-0.8	0	-0.5	-2
35	-0.2	1	-0.3	-1
36	0.8	9	0.1	-18

Going on with the list:
#	SMILES	CHRM1 antagonist	CHRM1 PAM	OXTR potentiate	CHRM1 agonist	TAAR1 antag
37	Cn1c(COc2ccc(Cl)cc2)nnc1SCC(=O)NC1CCCC1	-1	1	4	-4	-10
38	C[C@H](CO)N1C[C@H](C)[C@@H](CN(C)Cc2ccc(C(=O)O)cc2)Oc2c(NS(=O)(=O)c3cn(C)cn3)cccc2C1=O	4	9	-5	-3	9
39	CC[n+]1c(/C=C/c2ccc(N(C)C)cc2)ccc2ccccc21	17	1	2	-12	1
40	O=C(NCCN1C(=O)S/C(=C\c2cccs2)C1=O)c1ccc(=O)[nH]c1	.	.	-3	.	.
41	CCCNC(=O)CCCN1C(=O)c2ccccc2Sc2ncccc21	-12	4	-3	-1	5
42	Cc1ccc(NC(=O)c2cc(F)c(F)cc2Cl)nc1	-3	3	-1	-2	-35
43	CC1CN(c2snnc2C=C2C(=O)OC(C)(C)OC2=O)CC(C)O1 (configuration not stated)	-2	3	0	-4	-7
44	Cc1ccccc1NC(=O)C(C)c1cccc(C(=O)c2ccccc2)c1 (configuration not stated)	-1	1	-11	-1	10
45	CCOc1ccc(NC(=O)C2CC(=O)N(CCc3ccc(OC)c(OC)c3)C2)cc1OCC (configuration not stated)	3	4	-9	-2	4
46	Cc1ccc(C(=O)c2cn(-c3ccc(F)c(Cl)c3)nn2)cc1	-12	10	-8	-4	0
47	O=S(=O)(CCSc1nc2ccccc2o1)Cc1ccccc1	-6	4	-5	-4	6
48	Cc1nnc2sc(COc3ccccc3)nn2c1=O	-9	7	-14	-6	-4

#	V1R ag counter	TAAR1 agonist	OXTR agonist	CHO parental Ca
37	1.0	3	0.7	-7
38	2.8	0	1.6	-1
39	0.2	-1	0.6	33
40	1.2	.	1.7	-17
41	0.5	-2	0.4	-8
42	0.5	6	-1.4	-7
43	-0.4	37	-0.4	-12
44	1.1	12	3.0	-5
45	-0.1	1	-0.9	-19
46	1.0	6	0.6	-3
47	0.9	17	-1.1	-7
48	0.8	0	-0.8	-4
